# Assay outcomes from PubChem BioAssay.
# Mdm2 MdmX PPI: inhibitors of human Mdm2-MdmX association, primary screen, cell-based, luminescence, split luciferase, SaOS-2, uHTS | Protein Mdm4 (Homo sapiens) + E3 ubiquitin-protein ligase Mdm2 (Homo sapiens), … | SaOS-2 split-luciferase Mdm2/MdmX complementation | inhibition, % at 8 µM | actives 3% (n = 330,000) | AID 485346, 2010;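 active = inhibition of at least 50% at 8 µM in the primary screen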
# tim23-1 inh: growth inhibitors of tim23-1 mutant yeast, primary screen, luminescence, uHTS; inhibition, % at 20 µM; S. cerevisiae tim23-1 growth, BacTiter-Glo luminescence, 24 h; actives 1.3% (n = 330,000);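 active = growth inhibition of the mutant yeast at or above 50%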;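 note: temperature-sensitive mutant grown at 25 °C; plate controls were DMSO-treated mutant yeast for no effect and medium wells lacking yeast for full effect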
# UPR CHOP act: activators of apoptotic CHOP UPR arm, primary screen, cell-based, CHO-CHOP luciferase reporter, luminescence, uHTS; UPR activation; percent of tunicamycin response over DMSO baseline; activation, % at 10 µM; actives 0.34% (n = 330,000);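 active = at 10 µM dose, activation of 40% or more, normalized to positive control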;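 note: 100% = tunicamycin at 10 µg/mL and 0% = DMSO alone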
#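 Material: CHO-CHOP cells, stable luciferase reporter of PERK-eIF2a-CHOP signalling; quantity: 500 reporter cells seeded per well; buffer or medium: F12 medium containing 10% fetal bovine serum; compound: one dose, 10 µM in 0.5% DMSO; incubation: 6 h compound treatment, 37 °C; measured by: Steady-Glo luciferase luminescence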
# TIM10 inh: growth inhibitors of isogenic TIM10 control yeast, primary screen, counter-screen for tim10-1 yeast inhibitor project, luminescence, uHTS | S. cerevisiae TIM10 strain growth, BacTiter-Glo luminescence, 24 h | inhibition, % at 10 µM | actives 1.4% (n = 330,000);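 active = inhibition of 40% or more at the single tested concentration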;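 note: wild-type TIM10 isogenic control strain grown at permissive 25 °C; 0% = DMSO yeast wells and 100% = minimal medium wells without yeast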
# APJ agonist: agonists of human apelin receptor APJ, primary screen, CHO-K1 cells, PathHunter beta-arrestin, luminescence; 0% DMSO wells, 100% apelin; activation, % at 20 µM; actives 0.11% (n = 330,000); P35414;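 active = activation more than six SD over the plate average, tested at 20 µM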;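 note: 0% = DMSO alone and 100% = apelin-13 at 10 nM; some results filed as inactive read as strong as hits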
# Target sequence (P35414 whole entry, looked up): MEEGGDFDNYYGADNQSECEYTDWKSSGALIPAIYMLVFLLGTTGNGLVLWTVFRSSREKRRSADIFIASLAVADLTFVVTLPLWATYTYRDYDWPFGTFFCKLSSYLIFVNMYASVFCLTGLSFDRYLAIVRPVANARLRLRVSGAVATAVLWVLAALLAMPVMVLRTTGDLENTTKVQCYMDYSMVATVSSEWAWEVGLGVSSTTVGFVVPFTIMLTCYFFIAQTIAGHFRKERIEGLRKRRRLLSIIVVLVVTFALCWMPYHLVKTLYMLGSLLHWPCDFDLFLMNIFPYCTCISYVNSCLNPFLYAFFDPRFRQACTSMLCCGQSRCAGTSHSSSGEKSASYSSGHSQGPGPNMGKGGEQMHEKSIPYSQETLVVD
#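 Material: engineered CHO-K1 APJ arrestin reporter cells; amount: 1000 CHO-K1 reporter cells seeded per well; incubation: compound stimulation 90 min at 25 °C, detection 60 min; signal: luminescent beta-gal fragment complementation, chemiluminescent substrate; read-out basis: APJ agonist activity; controls: DMSO-only wells as negative, 10 nM Apelin-13 as positive control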
# XBP1 UPR activ: activators of adaptive XBP1 UPR arm, primary screen, cell-based, CHO-XBP1 luciferase reporter, luminescence, uHTS. IRE1-XBP1 UPR activation; percent of tunicamycin response, DMSO as zero. activation, % at 20 µM. actives 0.33% (n = 330,000). AID 463104, 2010;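 active = versus positive control, 20 µM dose yields 30% or more activation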;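 note: 100% = tunicamycin at 10 µg/mL and 0% = DMSO only wells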
#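 incubation = overnight seeding at 37 °C, 6 h compound treatment at 37 °C | assay system = CHO-XBP1 cells stably carrying IRE1-XBP1-driven luciferase reporter | input = 1000 cells per well | detection = luciferase luminescence | dosing = single point, 20 µM final compound, 1% DMSO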
# NLRP3 yeast inh: NALP3 inflammasome inhibitors in reconstituted yeast, primary screen, luminescence, uHTS. actives 0.39% (n = 330,000). Yeast reconstituted NLRP3/ASC/caspase-1, beta-gal luminescence, 24 h. inhibition, % at 10 µM. AID 2825, 2010;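 active = inhibition of 50% or more; inactive = inhibition below 50%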;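 note: plate controls were induced DMSO wells for no effect and uninduced yeast grown without galactose for full effect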
# tim10-1 inh: growth inhibitors of tim10-1 mutant yeast, primary screen, luminescence, uHTS | S. cerevisiae tim10-1 ts strain growth, BacTiter-Glo, 24 h | inhibition, % at 20 µM | actives 2.2% (n = 330,000);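 active = inhibition of at least 40%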;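 note: mutant grown at 25 °C; 0% = DMSO wells with yeast and 100% = wells holding no yeast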
# GRIN3A LBD mod: binders of NR3A ligand-binding domain, primary screen, biophysical, differential scanning fluorimetry, uHTS; Tm shift relative to glycine control, % at 25 µM; Glutamate receptor ionotropic, NMDA 3A (GRIN3A) ligand-binding domain; NR3A LBD differential scanning fluorimetry, Tm shift; 0% = protein alone, 100% = glycine-bound protein; AID 1259313, 2017; actives 2.5% (n = 340,000);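 active = melting temperature shift of at least 10% of the positive control shift, at one fixed dose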
# * hit, by the source's call; . = not tested or not shown; & = joins results of further samples.
SMILES,Mdm2 MdmX PPI,tim23-1 inh,UPR CHOP act,TIM10 inh,APJ agonist,XBP1 UPR activ,NLRP3 yeast inh,tim10-1 inh,GRIN3A LBD mod
CC1CCCCN1S(=O)(=O)c1ccc(C(=O)Nc2ccccc2-c2nc3ccccc3s2)cc1 (stereo unspecified),8.8,-1.3,-1.5,-4.4,-2.0,-1.8,7.8,3.2,0.4
Cc1ccccc1-n1c(=O)cc(NCc2ccc3c(c2)OCO3)[nH]c1=O,13.2,3.4,0.7,4.4,1.5,-2.6,13.7,2.9,-0.2
COC(=O)c1ccc(/C=C/c2c(-c3ccsc3)sc3ccccc23)cc1,19.1,-11.0,0.9,-10.8,5.0,2.9,21.5,4.8,-12.8
CCC1(c2ccccc2)NC(=O)N(CC(=O)Nc2cccnc2Cl)C1=O (stereo unspecified),3.6,0.6,1.1,5.1,-3.8,-1.5,2.5,-6.6,0.4
O=C(CSc1nccc(=O)[nH]1)NC1CCCCCCC1,4.7,-3.5,-0.2,-3.3,-2.7,-1.8,8.9,-2.5,1.4
CC(N=C(NC#N)Nc1ccncc1)C(C)(C)C (stereo unspecified),9.4&1.6,-2.7&15.9,-0.7&-1.2,0.7&9.8,-2.3&0.7,-3.9&-8.9,14.1&6.0,-2.9&8.4,0.6&3.1
CCn1c(CNC(=O)COc2ccc(C(C)C)cc2)nnc1SCC(=O)Nc1ccc(F)cc1,34.7,2.3,0.5,6.3,10.1,-1.9,7.8,17.7,0.8
CCOC(=O)N1CCN(S(=O)(=O)N2CCCC(C(=O)NCCCN3CCCCC3CC)C2)CC1 (stereo unspecified),-10.1,11.6,0.6,-0.6,-3.0,-1.1,-4.7,16.7,-1.6
CC(=NNC(=O)c1cccc(S(=O)(=O)N2CCCC2)c1)c1ccccc1,-9.9,12.3,0.7,9.1,-4.4,-0.4,0.3,7.9,-2.2
CCOC(=O)/C(C#N)=C\c1c(C)cc(C)c(COC(C)=O)c1C,14.2,17.4,-0.6,19.0,-6.3,-2.9,8.8,27.0,-1.4
COc1ccc(CCC(=O)OCC(=O)Nc2sccc2C(N)=O)cc1OC,13.1,-0.7,3.8,11.0,1.6,-2.6,3.3,-11.8,-1.0
COc1ccc(-n2c(=O)cc(N3CCN(Cc4ccccc4)CC3)[nH]c2=O)cc1,10.3,-7.8,-2.5,2.5,-2.7,0.0,4.1,-22.7,0.2
CCN(c1ccc(OC)cc1)S(=O)(=O)c1nnc(NC(=O)COc2ccc(F)cc2)s1,-29.6,13.7,-1.3,15.2,15.5,-2.7,14.8,3.1,0.0
COc1ccc(CC(=O)OCC(=O)Nc2cccc(C(C)=O)c2)cc1OC,10.2,16.8,1.2,3.4,-4.3,0.1,-6.1,-0.4,-0.4
Cc1ccccc1CC1(CO)CCCN(C(=O)c2cccc(Cl)c2)C1 (stereo unspecified),-2.7,30.3,-0.3,-14.5,-2.7,-3.6,15.8,14.2,-1.7
Cc1ccc(CNC(=O)c2cc3cc(Br)ccc3oc2=N)cc1,14.9,22.5,1.0,18.1,2.1,-1.8,11.5,16.5,0.9
c1csc(-c2nc(-c3ccc(-c4ccon4)s3)no2)c1,-79.9,14.9,2.7,28.8,-0.3,2.1,2.1,13.4,7.5
Cc1c(C(=O)Nc2ccc(F)cc2)c2ccccn2c1CCc1ccncc1,-53.5,2.2,4.7,14.4,-3.1,-0.2,1.0,18.3,0.4
Cc1ccc(S(=O)(=O)N(C)CC(=O)OCC(=O)c2c(N)n(C)c(=O)n(C)c2=O)cc1,-9.6,24.6,-0.7,-11.3,-1.4,0.1,8.1,-3.7,-0.9
CCOc1ccc(-n2c(SCC(=O)Nc3ccccc3C)n[nH]c2=O)cc1,-19.7,1.3,-0.3,9.3,-3.9,-2.3,7.0,-0.3,0.1
CCn1cc(C(=O)O)c(=O)c2cnc(N3CCN(C(=S)NC(=O)c4ccc(Br)cc4)CC3)nc21,13.6,8.7,-0.4,-2.4,-0.8,-2.1,5.7,-1.5,-0.1
COc1ccccc1NC(=O)CCC(=O)c1ccc(-c2ccccc2)cc1,15.1,12.8,1.7,16.7,0.5,-3.8,28.7,22.7,-1.1
Cc1cc(NC(=O)c2ccc([N+](=O)[O-])cc2)no1,7.6,-7.0,-0.7,-13.5,7.8,-4.4,8.7,-4.5,3.3
CCOC(=O)C1=C(C)NC(=S)N(C(C)=O)C1c1ccc(Cl)cc1 (stereo unspecified),33.7,46.7,-0.5,42.3*,1.9,-4.9,18.9,24.9,.
O=C1CN(C(=O)CNCc2cccc(Cl)c2)c2ccccc2N1,-12.4,-9.1,1.8,-15.0,-2.6,-2.8,-4.6,-5.3,-1.2
COc1ccccc1N1CCN(Cc2cn[nH]c2-c2ccc(F)cc2)CC1,-11.5,11.2,-0.6,9.9,1.2,-0.1,21.5,4.6,-0.3
CCOC(=O)c1ccc(NC(=S)N(CCCN2CCCCC2)Cc2ccco2)cc1,3.6,4.2,5.6,0.6,1.8,-2.0,6.4,9.8,-2.2
O=C(NNC(=O)c1nc(Cl)ccc1Cl)c1ccc(F)cc1,14.0,14.9,-0.4,3.5,-3.9,-2.1,0.1,4.9,-0.8
Cc1ccc(S(=O)(=O)CCSc2n[nH]c(=O)n2-c2ccccc2)cc1,42.9,-10.1,-2.5,-1.2,-0.9,-6.0,-1.2,-6.1,-0.4
O=C(c1cccs1)N1CCN(Cc2ccccc2)CC1,3.1,8.5,1.7,3.5,-1.6,0.0,13.6,10.2,0.4

# As entered above:
# Under APJ agonist, CCN(c1ccc(OC)cc1)S(=O)(=O)c1nnc(NC(=O)COc2ccc(F)cc2)s1 has the entry 15.5
# Under XBP1 UPR activ, Cc1cc(NC(=O)c2ccc([N+](=O)[O-])cc2)no1 has the entry -4.4

# Next part.
SMILES,Mdm2 MdmX PPI,tim23-1 inh,UPR CHOP act,TIM10 inh,APJ agonist,XBP1 UPR activ,NLRP3 yeast inh,tim10-1 inh,GRIN3A LBD mod
CCN(CC)c1ccc(NC(=O)CSc2nnc(N)s2)cc1C,19.3,3.6,0.5,3.4,-3.2,1.2,15.5,-8.3,-0.6
CC(Sc1nnc(C2CC2)n1C1CC1)C(=O)Nc1ccc(C(N)=O)cc1 (stereo unspecified),-2.5,21.4,1.5,-0.6,-3.3,1.1,5.4,13.1,-1.6
CCC(C)CCCCNC1=NCCS1 (stereo unspecified),-8.5,22.0,-0.5,25.6,-1.8,-0.4,1.7,23.6,0.0
COc1cccc(-n2nnc3c(=O)n(CC(=O)N4CCCc5ccccc54)cnc32)c1,-7.7,-4.7,-0.9,-7.5,-4.2,-0.6,8.2,14.3,1.3
O=C(N/N=C/c1cc(Cl)cc([N+](=O)[O-])c1O)c1cc(-c2ccccn2)nc2ccccc12,58.6*,51.5*,2.7,18.6,-4.4,-4.0,15.7,45.5*,-1.8
Cc1cc(C)nc(NS(=O)(=O)c2ccc(N3C(=O)c4ccccc4C3=O)cc2)n1,-5.2,6.4,1.5,4.4,2.1,1.4,0.1,14.8,-0.7
CC(NC(=O)c1ccccc1F)C1CC1 (stereo unspecified),15.1,19.8,1.8,4.0,-3.2,4.3,9.1,22.8,-2.8
Cc1cc(=O)oc2c(C)c(OC(C)C(=O)NCC3CCC(C(=O)O)CC3)ccc12 (stereo unspecified),1.4,-9.4,0.4,-2.3,0.3,-1.4,5.9,11.5,-0.7
O=C(CN1CCC(NC(=O)c2ccco2)CC1)Nc1cccc2ccccc12,28.7,23.0,-2.0,-0.9,-0.1,-3.4,10.4,15.7,-5.3
Cc1cc(Cl)ccc1NC(=O)CN(C)C1=NS(=O)(=O)c2ccccc21,30.4,14.6,-0.6,7.4,-3.9,-0.8,17.9,11.2,-0.2
CC1CCN(C(=O)C(C)c2ccc([N+](=O)[O-])cc2)CC1 (stereo unspecified),-2.5,9.8,1.0,14.0,0.9,-1.0,29.2,30.8,-3.8
Nc1n[nH]c(N)c1N=Nc1cccc(C(F)(F)F)c1,33.7,3.4,0.9,-4.0,1.3,1.3,10.6,15.8,20.1*
CCOc1ccccc1N1CN(Cc2ccccc2)CNC1=S,5.9,15.1,0.7,15.1,1.0,-2.8,16.9,-1.7,2.0
COc1cc(OC)c(C(=O)Nc2ccc(N(C)C)cc2)cc1OC,-26.1,13.7,2.8,24.9,3.2,2.2,17.4,19.6,2.5
Cc1ccc(-c2cn3cccnc3n2)cc1NC(=O)c1cccs1,7.1,-22.7,-1.8,-3.0,-1.4,0.9,-9.8,-7.5,-4.2
C=CCn1c(SCC(=O)Nc2ccccc2F)nnc1C(C)NC(=O)c1ccccc1F (stereo unspecified),24.7,-3.0,-0.6,-5.5,-3.2,-3.9,3.6,-8.3,0.2
CC(COc1cccc2ccccc12)CN1CCN(C)CC1 (stereo unspecified),8.8,14.6,0.7,8.1,-5.0,-0.3,5.2,12.4,-1.4
O=C(O)c1ccccc1C(=O)NCCc1c(C(=O)O)[nH]c2ccc(F)cc12,14.1,9.8,0.4,6.6,-5.6,2.4,2.7,-10.7,-0.4
O=C(CCn1c(=O)oc2ccccc21)NCCCN1CCOCC1,-1.4,2.2,1.4,-4.9,1.5,-5.1,14.8,2.7,-1.3
O=C(Nc1ccccc1-c1nnn(CC(=O)N2CCCc3ccccc32)n1)c1ccc(Cl)cc1,23.1,56.2*,1.3,26.6,1.8,-2.6,5.0,23.6,-4.0
CCCOP(=O)(OCCC)C(Nc1ccc(C(C)C)cc1)c1ccc([N+](=O)[O-])cc1 (stereo unspecified),40.7,30.9,1.0,28.5,-4.8,1.6,13.1,35.6,6.4
Fc1ccc(-n2nnc(-c3ccccc3)n2)cc1,3.4,13.8,2.1,10.6,-2.1,-0.4,-31.9,0.0,-3.7

# Mdm2 MdmX PPI: hit marks shown above
Compound	Mdm2 MdmX PPI	NLRP3 yeast inh	GRIN3A LBD mod
O=C(N/N=C/c1cc(Cl)cc([N+](=O)[O-])c1O)c1cc(-c2ccccn2)nc2ccccc12	58.6*	15.7	-1.8

# Arranged by the number under NLRP3 yeast inh (falling): five from the list above
structure,NLRP3 yeast inh
COc1cc(OC)c(C(=O)Nc2ccc(N(C)C)cc2)cc1OC,17.4
O=C(Nc1ccccc1-c1nnn(CC(=O)N2CCCc3ccccc32)n1)c1ccc(Cl)cc1,5.0
O=C(O)c1ccccc1C(=O)NCCc1c(C(=O)O)[nH]c2ccc(F)cc12,2.7
Cc1ccc(-c2cn3cccnc3n2)cc1NC(=O)c1cccs1,-9.8
Fc1ccc(-n2nnc(-c3ccccc3)n2)cc1,-31.9
